From PubChem BioAssay
Glioma ERSR ind: induces the endoplasmic reticulum stress response in human glioma cells. U87-MG GRP78 promoter luciferase reporter, 16 h. Potency, µM, for the others: at the top dose activation, most hits filed as activators. 0.02% of 420,000 active. AID 602332; also: potency is read from the fitted curve at half-maximal effect; series mostly up to about 76 µM; % of control where 0% means no effect; nearly all actives have a fitted effect of over 35% in size
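ERSR induction read as luciferase luminescence (Bright-Glo, 10 min at room temperature) in stably transfected human U87-MG glioma cells exposed to compounds for 16 h, using GRP78 as sensor.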
LDHA inh: inhibitors of human lactate dehydrogenase A. purified LDHA, NADH/diaphorase-resazurin fluorescence; hits give low values. activity change, % (values are at about 110 or 230 µM). 0.15% of 480,000 active. AID 1347041; in the data active = activity change below about -30%; inconclusive = mostly about -25% to -30%;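 also: plate controls were DMSO wells for no effect and wells without enzyme for full effect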
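Enzyme activity of human lactate dehydrogenase 5 (2 nM; 0.06 mM NADH, 0.2 mM pyruvate, 5 min, RT) is measured via a resazurin/diaphorase fluorescence readout of residual NADH.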
POLK inh: blocks human DNA polymerase kappa activity; Q9UBT6; purified Pol kappa, fluorescent DNA synthesis assay, 10 min; Potency, µM (doses to about 107 µM), for inactives: at the top dose activity, negative = inhibition, hits mostly inhibitors; 0.53% of 400,000 active; AID 588579; also: potency is read from the fitted curve at half-maximal effect; % is scaled to controls: 0 for no effect and ±100 for the full control effect
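Fluorescent qHTS in 1536-well format: enzyme (10 nM) and compound sat 15 min at room temperature before 50 nM substrate (final) was added. Signal taken at 0 and 10 min; no-enzyme buffer wells were negative controls.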
POLB inh: inhibitors of human DNA polymerase beta; AID 485314; Potency, µM (titrated, usually from 114 µM), without a hit: top-dose activity change, negative = inhibition, actives largely listed as inhibitors; P06746; Pol beta primer extension/strand displacement, fluorescence kinetic; 1.3% of 340,000 active; also: potency is read from the fitted curve at half-maximal effect; % is scaled to controls: 0 for no effect and ±100 for the full control effect
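Homogeneous kinetic assay of primer extension and strand displacement by 10 nM Pol beta, preincubated 15 min at room temperature with compound before 50 nM substrate (final) was added. Read at 0 and 10 min; four-parameter Hill fit.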
BLM helicase inh: blocks DNA unwinding by human BLM helicase | P54132 | Potency, µM (titrated, usually from 56.1 µM), without a hit: at the top dose activity change, negative = inhibition, most hits filed as inhibitors | recombinant BLM DNA unwinding, fluorescence dequenching | 0.2% of 350,000 active;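 also: potency is read from the fitted curve at half-maximal effect; plate controls were vehicle for no effect and no enzyme for full effect; nearly all actives have a fitted effect of over 35% in size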
Target sequence (P54132 whole entry, looked up): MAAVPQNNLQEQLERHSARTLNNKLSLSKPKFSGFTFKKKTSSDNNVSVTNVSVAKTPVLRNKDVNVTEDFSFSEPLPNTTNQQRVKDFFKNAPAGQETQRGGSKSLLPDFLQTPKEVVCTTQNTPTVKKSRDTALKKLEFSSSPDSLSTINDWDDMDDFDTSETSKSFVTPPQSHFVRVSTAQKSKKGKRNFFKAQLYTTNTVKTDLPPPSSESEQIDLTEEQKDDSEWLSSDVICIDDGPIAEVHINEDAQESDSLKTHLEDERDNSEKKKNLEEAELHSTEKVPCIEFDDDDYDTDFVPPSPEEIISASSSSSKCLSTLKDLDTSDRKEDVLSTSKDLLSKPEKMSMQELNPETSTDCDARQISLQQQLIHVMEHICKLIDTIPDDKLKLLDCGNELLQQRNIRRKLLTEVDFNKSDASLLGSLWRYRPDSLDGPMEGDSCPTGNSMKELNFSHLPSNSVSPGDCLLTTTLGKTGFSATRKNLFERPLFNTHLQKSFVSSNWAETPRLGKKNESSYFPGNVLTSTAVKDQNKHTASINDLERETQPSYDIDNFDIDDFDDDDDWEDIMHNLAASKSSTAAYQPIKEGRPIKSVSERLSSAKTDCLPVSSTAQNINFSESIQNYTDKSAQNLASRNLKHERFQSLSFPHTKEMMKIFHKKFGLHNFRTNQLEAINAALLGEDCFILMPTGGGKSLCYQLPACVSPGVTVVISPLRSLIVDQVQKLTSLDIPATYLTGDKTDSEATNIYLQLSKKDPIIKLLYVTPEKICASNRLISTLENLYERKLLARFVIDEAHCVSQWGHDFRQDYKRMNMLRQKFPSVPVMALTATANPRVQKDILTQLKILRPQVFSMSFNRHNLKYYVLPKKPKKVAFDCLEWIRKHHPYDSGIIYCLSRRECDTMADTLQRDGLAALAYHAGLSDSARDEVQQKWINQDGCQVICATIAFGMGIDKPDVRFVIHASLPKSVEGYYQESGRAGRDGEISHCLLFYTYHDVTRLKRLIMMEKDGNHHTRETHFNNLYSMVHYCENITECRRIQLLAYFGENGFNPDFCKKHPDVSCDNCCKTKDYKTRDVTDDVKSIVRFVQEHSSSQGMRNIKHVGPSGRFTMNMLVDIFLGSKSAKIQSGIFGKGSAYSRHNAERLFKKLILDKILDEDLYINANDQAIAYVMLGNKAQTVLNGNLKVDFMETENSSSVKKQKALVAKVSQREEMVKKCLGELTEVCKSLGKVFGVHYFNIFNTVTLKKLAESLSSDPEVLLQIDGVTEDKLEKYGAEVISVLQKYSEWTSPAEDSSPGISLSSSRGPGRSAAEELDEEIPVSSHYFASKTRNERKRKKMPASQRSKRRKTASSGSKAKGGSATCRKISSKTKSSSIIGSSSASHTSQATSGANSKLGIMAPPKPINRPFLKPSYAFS
POLH inh: blocks human DNA polymerase eta activity | Q9Y253 | recombinant Pol eta, fluorescent DNA replication assay | Potency, µM (top dose mostly 114 µM), inactives show at the highest dose activity change, negative = inhibition, actives largely listed as inhibitors | 1.2% of 390,000 active | AID 588591; also: potency is read from the fitted curve at half-maximal effect; % is scaled to controls: 0 for no effect and ±100 for the full control effect
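Fluorescent replication assay: 50 nM final substrate added after a 15 min room-temperature compound preincubation with 10 nM enzyme. Signal taken at 0 min and again at 10 min.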
Pol iota inh: DNA polymerase iota (human) inhibition. Q9UNA4. Pol iota fluorescent replication assay, 10 min. Potency, µM (top dose mostly 115 µM), without a hit: at the highest dose activity, negative = inhibition, hits mostly inhibitors. 1% of 390,000 active. AID 588590; also: potency is read from the fitted curve at half-maximal effect
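Pol iota at 10 nM preincubated 15 min with compounds at room temperature; reaction started with fluorescent substrate, 50 nM final. Fluorescence read kinetically at 0 and 10 min; buffer-only wells as negative control.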
Anesthetic bind: binds horse apoferritin like a general anesthetic | Potency, µM (top dose mostly 77.5 µM), inactives show at the highest dose activity change, negative = displacement, actives largely listed as inhibitors | P02791 | AID 485281 | 0.074% of 350,000 active | apoferritin/1-aminoanthracene competitive binding, fluorescence; also: potency is read from the fitted curve at half-maximal effect; % is scaled to controls: 0 for no effect and ±100 for the full control effect; nearly all actives have a fitted effect of over 20% in size
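In PBS, apoferritin at 10 uM is loaded with 1-AMA from a 50% saturated solution. After 10 min of compound exposure at ambient temperature, reduced 535 nm fluorescence indicates probe displacement.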
APE1 inh: APE1 (human) endonuclease inhibition; recombinant APE1, TAMRA/BHQ-2 abasic DNA cleavage fluorescence; Potency, µM (doses to about 65.8 µM), for the others: at the top dose activity change, negative = inhibition, most hits filed as inhibitors; 0.35% of 350,000 active; AID 2517;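 also: potency is read from the fitted curve at half-maximal effect; plate controls were vehicle for no effect and reference inhibitor for full effect; nearly all actives have a fitted effect of over 55% in size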
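Kinetic fluorescence read (525 ex/598 em nm, three reads 60 s apart) of AP-site incision; signal = third minus first read. Enzyme 0.75 nM, dual-labelled THF duplex 50 nM, compound preincubation 15 min RT.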
Active calls of the source: *; ? = inconclusive; nt = not tested or not shown; [ ] = remark or other dose. Unless noted, calls follow the shape of the dose curve; as a rule, active = well fitted curve in the direction sought with a large enough effect; inconclusive = small, poorly fitted or top-dose-only effect, or another doubt; inactive = no such curve, though single readings can be large; an effect the other way counts as inactive or inconclusive.

SMILES | Glioma ERSR ind | LDHA inh | POLK inh | POLB inh | BLM helicase inh | POLH inh | Pol iota inh | Anesthetic bind | APE1 inh
O=CN1Cc2[nH]c3ccccc3c2N(c2ccc(Cl)cc2)C1=O | 2% | 10 | -7% | 27% | -2% | -5% | 24% | -7% | 3%
COc1ccc(C(=O)N(Cc2ccco2)C(C(=O)NC2CCCC2)c2ccc(O)cc2)cc1OC (centres undefined) | 0% | 2 | -11% | 12% | -10% | -3% | 3% | -4% | ?
O=C(NNC(=O)c1ccc(Br)o1)c1ccc(NS(=O)(=O)c2cccs2)cc1 | -3% | -6 | -8% | nt | nt | -9% | -18% | nt | nt
O=C(Nc1ccc(NC(=O)C23CC4CC(CC(C4)C2)C3)cn1)c1ccco1 | 3% | -3 | 8% | 1% | 2% | -5% | 11% | ? | 5%
COc1ccc(CN(CCCN2CCOCC2)C(=O)Nc2cccc(Cl)c2)cc1OC | 4% | -1 | -1% | 7% | 0% | -13% | 0% | -23% | 3%
Cc1ccc(NC(=O)CSc2ncnc3c2sc2ccccc23)cc1C | -1% | 1 | -11%[60.1 µM] | -16% | -3% | -13% | 22% | 7% | nt
Cc1cc(NC(=O)CSc2nnc3c4c(C)c(C)sc4ncn23)no1 | -2% | -1 | 1% | 31% | 1% | 8% | 23% | -13% | 2%
O=C(NC(=S)N1CCN(c2ccc(F)cc2)CC1)c1cccs1 | 0% | 12 | 5% | 21% | -6% | -13% | ? | -9% | 1%
COc1ccc(NC(=S)Nc2cnc3ccccc3c2)c(OC)c1 | 2% | -1 | 5% | 1% | -5% | -10% | 30% | -10% | 4%
Cc1cc(C)n(CCCNC(=O)CCNS(=O)(=O)c2ccccc2C(F)(F)F)n1 | -5% | -6 | -10% | 2% | 0% | -12% | 16% | -3% | -15%
CC(C(=O)Nc1ccc(C(F)(F)F)cc1)N(C)CC(=O)N1CCN(Cc2ccccc2)CC1 (centres undefined) | -3% | -19 | -17% | nt | nt | -15% | 3% | nt | 12%
N#Cc1cccc(C#N)c1Oc1ccc(S(=O)(=O)Nc2ccccc2)cc1 | -3% | -3 | -2% | -4% | 0% | -24% | 14% | -6% | -7%
N#CCCCSc1nnc(Cc2ccc3c(c2)OCO3)o1 | 3% | 2 | 2% | 11% | 0% | -12% | ? | -7% | 3%
O=C(c1cc(-c2ccc(Br)cc2)on1)N1CCOCC1 | -12% | -3 | 0% | 0% | -3% | 2% | 32%[activator] | -4% | 21%[12.4 µM]
Cc1ccc2[nH]c(C)c(CCNC(=O)NC3CCCCC3)c2c1 | 1% | -6 | -4% | ? | -4% | -20% | 132%[activator] | -4% | -2%
Cc1nn(Cc2ccc(Cl)cc2)c(C)c1NC(=O)C1CC=CCC1C(=O)O (centres undefined) | -6% | -3 | 1% | 10% | 5% | -14% | 6% | -6% | -1%
COc1ccc(NC(=O)CCCNC(=O)c2ccc(Cl)cc2)cc1S(=O)(=O)N1CCOCC1 | -3% | -7 | -4% | nt | nt | -4% | 17% | nt | nt
COc1cccc(OC)c1OCCNC[C@@H]1COc2ccccc2O1 | -2% | nt | -17%[19.4 µM] | nt | 2% | nt | nt | nt | -11%
O=C(NC1(C(F)(F)F)C(=O)Nc2c1c(=O)[nH]c(=O)n2Cc1ccccc1)c1ccc(Cl)cc1Cl (centres undefined) | 0% | 6 | -17% | 14% | 1% | -6% | 5%[58.9 µM] | -8% | -2%
N#CC1=C(N)C(C#N)(C#N)C2(C(=O)Nc3ccccc32)C2CCCC=C12 (centres undefined) | -5% | 5 | -3% | 8% | -6% | 1% | 7% | -18% | -4%
Cn1c2c(c3ccccc31)CCN(CCCCN1CCN(c3ccccc3)CC1)C2=O | -1% | -3 | -8% | nt | nt | -14% | 7% | nt | nt
COc1ccc(Nc2ncnc3scc(-c4ccc(F)cc4)c23)cc1 | -2% | -7 | -4%[60.1 µM] | 5% | -7% | -7% | 13% | 47%[activator] | nt
CC[C@@]12C(=O)N(c3cccc(F)c3)C(=O)N1[C@H](c1ccc(Br)cc1)[C@@H]1C(=O)N(C(C)(C)C)C(=O)[C@@H]12 | -3% | 1 | -7% | nt | nt | -14% | 4% | nt | -18%
CCOC(=O)c1sc(/N=C/N(C)C)nc1C | 3% | -3 | -15% | 22% | 2% | -22% | 27% | -3% | -1%
CC1=C(C(=O)O)N2C(=O)C(NC(=O)c3c(F)cccc3F)C2SC1 (centres undefined) | -1% | 0 | -13% | nt | nt | -2% | -6% | nt | 56%
CCN1C(=O)[C@H]2[C@H]3CN=C(SCC4CC4)N3[C@@](Cc3ccccc3)(C(=O)OC)[C@H]2C1=O | -1% | -10 | -15% | nt | nt | -19% | ? | nt | -2%
c1ccc(COc2ccc(OCCCNC3CCCC3)cc2)cc1 | 1% | -11 | 4% | 2% | 2% | -10% | 10% | ? | 1%
NC(=O)C1CCN(Cc2ccc(OCc3ccccc3)cc2)CC1 | -2% | -17 | -11% | 14% | -5% | -4% | 123%[activator] | -22% | 8%
CC(C)(C)c1ccc([C@@H](O)CCCN2CCC(C(O)(c3ccccc3)c3ccccc3)CC2)cc1 | -4% | nt | -8%[12 µM] | nt | 0%[21.4 µM] | nt | nt | -21%[29.3 µM] | 1%[21 µM]
CCc1nccn1S(=O)(=O)c1cc(Br)ccc1OC | -3% | -7 | -8% | -1% | -2% | -13% | 5% | -13% | -6%
O=C(Cn1nc(Cc2cccnc2)c2ccccc2c1=O)Nc1ccccc1F | -3% | -8 | 8% | ? | 2% | -16% | -13% | -1% | -4%
COc1ccc(-n2nc(C(=O)Nc3nc4ccc(OC)cc4s3)c3ccccc3c2=O)cc1 | -1% | -3 | 1% | 13% | -10% | -15% | 11% | -9% | 6%
COC(=O)c1ccccc1NC(=O)Cn1c(=O)n(CCCCC(=O)NCc2ccc3c(c2)OCO3)c(=O)c2ccccc21 | 0% | -14 | 3% | 16% | -2% | -7% | 6% | 1% | nt
COc1ccc(-c2cc(=O)oc3cc(OCC(=O)Nc4ccc(CCO)cc4)ccc23)cc1 | -1% | -2 | -22% | 0% | -6% | 9% | ? | -3% | 35%
CC(CN(C)Cc1ccccc1)OC(=O)c1ccccc1F (centres undefined) | -1% | 0 | 2% | 25% | 5% | -21% | -22% | -13% | 14%
Cc1cccc(NC(=O)CSc2nnc(CCCCCNC(=O)OC(C)(C)C)o2)c1C | -6% | -2 | 4% | 8% | -1% | -13% | 24% | -6% | 3%
O=C(NN=C1c2ccccc2-c2ccccc21)c1ccccn1 | 1% | -2 | -6% | -13% | 5% | 9% | -20%[58.9 µM] | -13% | -6%
CC(=O)c1ccc(OCCCC(=O)NC(C)c2ccc(S(N)(=O)=O)cc2)cc1 (centres undefined) | -2% | -16 | 2% | -26% | 1% | -2% | 15% | 7% | -2%
CC1CCCCC1NC(=O)c1cc2c(s1)CS(=O)(=O)C2 (centres undefined) | -4% | 3 | 0% | 3% | -2% | -1% | 27% | -4% | 8%
CC(=O)c1ccc(C(=O)N2CCC(CO)(Cc3cccc(C(F)(F)F)c3)CC2)cc1 | -2% | -3 | 1% | 36% | -5% | -18% | 0% | -22% | 1%
CC(C)=CCc1c(O)cc(O)c2c(=O)c(O[C@@H]3O[C@@H](C)[C@H](O)[C@@H](O)[C@H]3O)c(-c3ccc(O)cc3)oc12 | -3% | -3 | -12% | nt | nt | -3% | 6% | nt | nt
CC(C)NC(=O)N(C)C[C@H]1Oc2c(NC(=O)c3ccc(-c4nccs4)cc3)cccc2C(=O)N([C@@H](C)CO)C[C@H]1C | -6% | 2 | 1% | nt | nt | -2% | 20% | nt | -27%
Cc1cccc(/C=N/NC(=O)Cn2nc(C)cc2C)n1 | -2% | -5 | -22% | 8% | 2% | -6% | 24% | 1% | 0%
COC(=O)C(F)(F)Sc1c(C)[nH]c2ccccc12 | -3% | 4 | -5%[60.1 µM] | 25% | -14% | 2% | -13% | -7% | 10%
CC1CCCC(NC(=O)COC(=O)c2ccc3ccccc3n2)C1C (centres undefined) | -4% | 0 | -14% | 0% | -2% | ? | 14% | ? | 0%
Cc1cccc(-n2cnc3cc(C(=O)NCc4ccccc4Cl)ccc32)c1 | -4% | -7 | -3%[60.1 µM] | 18% | -7% | -7% | -6% | 1% | nt
O=C(Cn1cnc2ccccc2c1=O)Nc1ccc2c(c1)OCCO2 | 4% | -2 | 7% | 7% | -6% | 3% | 15% | -8% | -2%
COCCN(C(=O)Cc1cccs1)C(C(=O)NCc1ccc(OC)cc1)c1ccccc1 (centres undefined) | -2% | -5 | 3% | -13% | 0% | -3% | 10% | -13% | -1%
CCC(C)Sc1nc2ccccc2n1CC(=O)O (centres undefined) | -6% | -1 | -8% | 4% | 1% | -17% | 16% | -2% | 1%
CCOC(=O)C(CCCOc1ccc(C)cc1)C(=O)OCC | -1% | -1 | 0% | -1% | -4% | -5% | 21% | -14% | 2%
O=C1CC(c2nnc(Cc3ccccc3Cl)o2)CN1c1ccccc1 (centres undefined) | 2% | -11 | 5% | 9% | -1% | -5% | 17% | -10% | nt
COC(=O)c1ccc(NC(=O)C2CCN(c3ncnc4c3nc3n4CCCCC3)CC2)cc1 | -3% | -15 | -1% | 11% | -4% | -6% | 41%[activator] | -8% | nt
CN(C)CCCNC(=O)C1(O)c2cc(Br)ccc2NC(=O)N1c1ccc(Cl)cc1 (centres undefined) | 4% | -2 | -2% | 33% | 0% | -22% | 14% | -4% | 4%
O=C(c1cc(Cl)ccc1Cl)N1CCc2ccccc21 | -4% | -8 | 0% | 19% | 1% | -19% | 31% | ? | 1%

These rows are one share of the data; the hit share may differ from the screen's.
